MCF10A rerep – induces DNA re-replication in MCF 10a normal breast cells; MCF 10A DNA re-replication, Hoechst nuclear intensity, 48 h; Potency, µM (doses to about 46.1 µM), inactives show at the highest dose activity, positive = re-replication, hits mostly activators; 350,000 tested, 2.9% active; AID 624296; note: potency is the fitted concentration of half-maximal effect; % of control where 0% means no effect; nearly all actives have a fitted effect of over 50% in size
WRN inhibitor – inhibitors of human WRN helicase. WRN helicase unwinding, fluorescent forked duplex, kinetic. 360,000 tested, 0.46% active. Q14191. AID 651768. Potency, µM (highest dose often 114 µM), without a hit: top-dose activity change, negative = inhibition, actives largely listed as inhibitors; note: potency is the fitted concentration of half-maximal effect; % is set by controls: 0 for no effect and ±100 for the full control effect; nearly all actives have a fitted effect of over 55% in size
Target sequence (Q14191 whole entry, looked up): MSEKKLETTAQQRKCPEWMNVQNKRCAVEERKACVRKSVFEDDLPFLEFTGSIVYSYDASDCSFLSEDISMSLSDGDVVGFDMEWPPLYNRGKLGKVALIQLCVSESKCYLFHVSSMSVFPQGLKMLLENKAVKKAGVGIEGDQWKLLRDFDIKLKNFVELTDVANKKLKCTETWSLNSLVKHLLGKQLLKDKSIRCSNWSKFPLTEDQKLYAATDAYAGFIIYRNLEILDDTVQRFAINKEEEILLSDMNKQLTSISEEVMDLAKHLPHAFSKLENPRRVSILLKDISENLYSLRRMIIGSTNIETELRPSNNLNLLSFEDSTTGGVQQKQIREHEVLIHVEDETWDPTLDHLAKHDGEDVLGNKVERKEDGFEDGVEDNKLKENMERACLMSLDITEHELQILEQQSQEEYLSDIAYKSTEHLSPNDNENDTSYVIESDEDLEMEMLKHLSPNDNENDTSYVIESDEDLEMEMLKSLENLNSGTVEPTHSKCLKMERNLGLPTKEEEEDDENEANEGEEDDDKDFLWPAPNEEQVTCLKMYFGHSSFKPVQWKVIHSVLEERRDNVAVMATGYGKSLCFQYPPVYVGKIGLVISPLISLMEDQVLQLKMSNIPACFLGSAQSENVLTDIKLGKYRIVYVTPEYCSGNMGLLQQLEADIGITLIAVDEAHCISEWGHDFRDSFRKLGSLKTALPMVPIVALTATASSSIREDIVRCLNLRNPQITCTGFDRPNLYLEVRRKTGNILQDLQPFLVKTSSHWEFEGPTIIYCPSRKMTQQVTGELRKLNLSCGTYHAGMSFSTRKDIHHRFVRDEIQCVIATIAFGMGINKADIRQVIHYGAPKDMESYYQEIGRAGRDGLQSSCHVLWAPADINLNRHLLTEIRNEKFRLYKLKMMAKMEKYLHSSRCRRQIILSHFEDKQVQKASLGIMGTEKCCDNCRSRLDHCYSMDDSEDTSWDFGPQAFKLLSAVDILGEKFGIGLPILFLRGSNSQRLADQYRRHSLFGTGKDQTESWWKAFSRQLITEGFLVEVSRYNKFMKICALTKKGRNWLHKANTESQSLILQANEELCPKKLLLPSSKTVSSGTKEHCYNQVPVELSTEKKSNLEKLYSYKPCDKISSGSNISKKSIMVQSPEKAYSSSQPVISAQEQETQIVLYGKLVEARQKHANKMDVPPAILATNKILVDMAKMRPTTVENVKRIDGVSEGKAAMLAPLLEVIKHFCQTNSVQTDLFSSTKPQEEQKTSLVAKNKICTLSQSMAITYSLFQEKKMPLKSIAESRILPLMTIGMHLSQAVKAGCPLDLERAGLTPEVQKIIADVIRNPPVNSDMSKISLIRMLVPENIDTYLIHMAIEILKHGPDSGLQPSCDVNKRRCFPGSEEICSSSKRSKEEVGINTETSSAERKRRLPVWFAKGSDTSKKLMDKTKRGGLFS
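Primary qHTS, 1536-well format. 20 nM WRN + compound, 15 min RT; start with 100 nM forked fluorophore/quencher duplex, 2 mM ATP (final); kinetic read ex 525/em 598 nm.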
KB-V1 cytotox – KB-V1 MDR subline cytotoxicity. KB-V1 MDR cells viability, CellTiter-Glo, 72 h. Potency, µM (doses to about 46.1 µM), inactives show top-dose activity change, negative = cytotoxicity, actives largely listed as cytotoxic. 400,000 tested, 3.4% active; note: potency is the fitted concentration of half-maximal effect; % is set by controls: 0 for no effect and ±100 for the full control effect; nearly all actives have a fitted effect of over 60% in size
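Luminescent ATP read-out (CellTiter-Glo, 10 min) measures survival of drug-selected KB-V1 MDR cells after 72 h, 37 degrees C compound exposure. Medium: phenol-red-free DMEM, 10% FBS. Values from fitted concentration-response curves.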
ATXN2 expr inh – inhibitors of ATXN2 expression. HEK-293 ATXN2-luciferase reporter, luminescence, 24 h. Potency, µM (series often up to 57 µM), for the others: at the highest dose activity change, negative = inhibition, hits mostly inhibitors. 360,000 tested, 0.72% active. AID 1745845; note: potency is the fitted concentration of half-maximal effect; % is set by controls: 0 for no effect and ±100 for the full control effect; nearly all actives have a fitted effect of over 55% in size
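qHTS (up to 57 uM final) was run with 24 h compound exposure of reporter cells at 37 °C. Each well was multiplexed: SteadyGlo luminescence measured ATXN2-luciferase expression after a fluorogenic Gly-Phe-AFC viability readout (25 uM final).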
HT1080-NT tox – kills 2HG-producing HT-1080-NT fibrosarcoma cells | HT-1080-NT fibrosarcoma viability, CellTiter-Glo ATP luminescence, 48 h | Potency, µM (series often up to 46.1 µM), for the others: top-dose activity, negative = less viability, actives largely listed as cytotoxic | 360,000 tested, 1.6% active | AID 686970;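 note: NT is the 2HG producing partner of a matched IDH1 knockdown line; potency is the fitted concentration of half-maximal effect; 0% = DMSO-treated cells and -100% = media-only wells without cells; nearly all actives have a fitted effect of over 55% in size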
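A 48-hour cytotoxicity screen used HT-1080-NT cells plated 2 hours before compound delivery. ATP-based CellTiter-Glo luminescence measured viability, normalized to DMSO and no-cell controls.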
IL-1B inflam inh – inhibitors of inflammasome signaling (IL-1 beta secretion); THP-1 LPS/ATP IL-1B secretion, AlphaLISA, 16 h; stronger effect = lower value; activity change, % at 57.5 µM; 360,000 tested, 4.7% active; AID 743279; in the data active = activity change below about -50%; inconclusive = mostly about -30% to -49%; note: % is set by controls: 0 for no effect and ±100 for the full control effect
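THP-1 cells pretreated 1 hr with compounds (up to 57.5 uM final), then stimulated with LPS (250 ng/mL final) plus ATP (1.25 mM final); secreted IL-1B measured by AlphaLISA after 16 hr, decreased signal indicating inhibition.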
HT1080 IDH1KD tx – kills HT-1080 cells with IDH1 knockdown; 360,000 tested, 2% active; HT-1080 IDH1 knockdown viability, ATP luminescence, 48 h; Potency, µM (titrated, usually from 46.1 µM), for inactives: at the highest dose activity, negative = toxicity, hits mostly cytotoxic; AID 686971;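 note: potency is the fitted concentration of half-maximal effect; 0% = DMSO wells and -100% = cell-free medium wells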
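Using the IDH1-knockdown HT-1080 line run in the same batch and compound series as the NT line, viability after 48 h at 37 °C was determined by CellTiter-Glo luminescence and expressed as % activity.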
KB-3-1 cytotox – KB-3-1 parental cell cytotoxicity | KB-3-1 viability, CellTiter-Glo ATP luminescence, 72 h | Potency, µM (titrated, usually from 46.1 µM), without a hit: at the top dose activity change, negative = cytotoxic, usual class: cytotoxic | AID 1347075 | 400,000 tested, 1.4% active; note: potency is the fitted concentration of half-maximal effect; % is set by controls: 0 for no effect and ±100 for the full control effect; nearly all actives have a fitted effect of over 60% in size
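Viability of parental KB-3-1 cells, measured by CellTiter-Glo luminescence, followed a 72 h incubation at 37 °C with pinned compounds in phenol-red-free DMEM containing 10% FBS.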
SW480 rerep – inducers of DNA re-replication in SW480 colon cancer cells; SW480 DNA re-replication, Hoechst DNA content imaging, 48 h; Potency, µM (titrated, usually from 46.1 µM), without a hit: top-dose re-replication activation, most hits filed as activators; 340,000 tested, 1.8% active; AID 624297; note: potency is the fitted concentration of half-maximal effect; % of control where 0% means no effect; nearly all actives have a fitted effect of over 55% in size
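Treated cells incubate 48 hr (37 C, 5% CO2), are stained 40 min with Hoechst, and nuclear fluorescence is enumerated; a rise in nuclei with high DNA signal marks re-replication.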
* marks the source's active call; other numbers are inactive results; u = inconclusive; x = not tested or not shown; & = joins results of further samples; ! = repeats disagree; [ ] = remark or other dose. Unless noted, calls come from the whole dose curve; as a rule, active = well fitted curve in the direction sought with a large enough effect; inconclusive = small, poorly fitted or top-dose-only effect, or another doubt; inactive = no such curve, though single readings can be large; an effect the other way counts as inactive or inconclusive.

SMILES	MCF10A rerep	WRN inhibitor	KB-V1 cytotox	ATXN2 expr inh	HT1080-NT tox	IL-1B inflam inh	HT1080 IDH1KD tx	KB-3-1 cytotox	SW480 rerep
CC(=O)c1c(O)n(C)c(=S)n(-c2ccccc2)c1=O	-1%	-4%	8%	-3%	4%	8	-6%	-7%	0%
O=C1NC(=O)C2(Cc3ccccc3N3CCCC32)C(=O)N1Cc1ccccc1 (stereo unspecified)	8%	-18%	12%	3%	0%	19	-7%	6%	-2%
CCc1c(C)nc(N)nc1N1N=C1SCCOc1ccccc1	-6%	-7%	-23%	-2%	0%	8	-6%	-4%	1%
COc1ccc(N=Cc2c(O)n(-c3ccc(C)cc3)c(=O)[nH]c2=O)cc1	u	0%	0%	u	-12%	11	-9%	-1%	u
Cc1cc(S(N)(=O)=O)ccc1N=Cc1c(O)n(-c2ccccc2)c(=O)[nH]c1=O	-6%	-4%	0%	x	5%	30	10%	-2%	-94%[inhibitor]
CC(C)C[C@H]1CN([C@@H](CC(C)C)CN2CCCC2CN2C(=S)NC[C@@H]2Cc2ccc(O)cc2)C(=S)N1CC1CCCCCC1 (stereo partly specified)	u	4%	u	10%	5%	u	6%	u	-36%[inhibitor]
CNS(=O)(=O)c1ccc(N=Cc2c(O)n(-c3cccc(C)c3)c(=O)[nH]c2=O)cc1	-17%	-2%	6%	-19%	14%	4	10%	-5%	-24%
CCCNC(=O)N1[C@H]2CC[C@@H]1C(C(=O)OC)=C(c1cc3ccccc3o1)C2	12%	6%	-3%	-8%	-1%	-1	9%	2%	-16%
CCOC(=O)C1(c2ccccc2)CCN(Cc2cccc(C(=O)O)c2)CC1	6%	-14%	16%	-11%	-1%	16	16%	-1%	1%
COc1cccc(N(C(C)=O)C2=NCCCS2)c1	u	3%	7%	-12%	5%	16	5%	15%	u

Of the compounds above, these have an aryl methoxy group.
SMILES	MCF10A rerep	WRN inhibitor	KB-V1 cytotox	ATXN2 expr inh	HT1080-NT tox	IL-1B inflam inh	HT1080 IDH1KD tx	KB-3-1 cytotox	SW480 rerep
COc1ccc(N=Cc2c(O)n(-c3ccc(C)cc3)c(=O)[nH]c2=O)cc1	u	0%	0%	u	-12%	11	-9%	-1%	u
COc1cccc(N(C(C)=O)C2=NCCCS2)c1	u	3%	7%	-12%	5%	16	5%	15%	u

Other compounds.
SMILES	MCF10A rerep	WRN inhibitor	KB-V1 cytotox	ATXN2 expr inh	HT1080-NT tox	IL-1B inflam inh	HT1080 IDH1KD tx	KB-3-1 cytotox	SW480 rerep
O=C(c1ccc(F)cc1Cl)N1CCC2(CC1)OCCO2	-3%	-17%	14%	5%	16%	-1	19%	6%	4%
CCOC(=O)N(CC)c1ccc(C(O)(C(=O)OCC)C(F)(F)F)cc1 (stereo unspecified)	-15%	2%	0%	9%	17%	23	17%	4%	-17%
Cc1cc(S(=O)(=O)NCC(C)C)ccc1OCC(=O)N1CCN(Cc2ccccc2)CC1	8%	-12%	-10%	-33%	-16%	-2	-19%	0%	u
Cn1cccc1CNCCc1ccc(F)cc1	6%	1%	-24%	-4%	11%	-16	8%	5%	2%
CCCC1(CC(C)C)C(=O)NC(=S)NC1=O	-3%	-4%	-13%	-3%	0%	10	2%	1%	0%
CSc1ncc(/C=C2/C(=O)NC(=O)N(c3ccc(C(C)C)cc3)C2=O)cn1	-17%	50µM*	-22%	13%	0%	11	-2%	-8%	-104%[inhibitor]
NP(=O)(OCCCc1ccccc1)Oc1ccccc1 (stereo unspecified)	17%	8%	5%	6%	2%	-8	10%	-19%	-1%
COc1cc(/C=C/c2ccc3cccc(OC)c3n2)c(OC(C)=O)c([N+](=O)[O-])c1	6.5µM*	2%	u	u	u	u	u	u	u
N#C/C=C/C#N	-2%	4%	12%	-3%	15%	13	-3%	0%	2%
CCN1CCN(c2nc([N+](=O)[O-])nn2C)CC1	2%	7%	14%	-8%	6%	6	1%	9%	-2%
O=C1CC(=O)N(c2cccc(Cl)c2)C(=O)N1	10%	-17%	-21%	-9%	-2%	20	-8%	15%	9%
COc1ccc(NC2Oc3cc4c(cc3C(c3cc(OC)c(OC)c(OC)c3)C2C)OCO4)cc1 (stereo unspecified)	0.58µM*	-8%	5.8µM*	-10%	u	-64*	u	1.6µM*	1µM*
O=c1[nH]c(=O)n(CCc2ccccc2)c(O)c1C=NCCCn1ccnc1	1%	1%	15%	-9%	8%	3	0%	0%	-7%
C(=NC12CN3CN(CN(C3)C1)C2)c1cccnc1	u	2%	-10%	2%	2%	26	4%	6%	0%
CS(=O)(=O)N1CCN(C(=N)N[N+](=O)[O-])CC1	-21%	2%	4%	5%	-4%	19	12%	2%	-4%
O=C(COc1ccc(Cl)cc1)N(c1ccc(Cl)cc1)C1CN2CCC1CC2 (stereo unspecified)	0%	-6%	-17%	-26%	16µM*	-95*	15µM*	u	0%
CCCCn1c(O)c(C(CC)=NC(C)c2ccccc2)c(=O)[nH]c1=O (stereo unspecified)	u	-3%	-3%	-13%	u	41	u	18%	u
COc1ccc(CNCCC(c2ccc(OC(C)C)cc2)C(C)C)cc1OC (stereo unspecified)	u	-8%	5.2µM*	32µM*	u	-98*	u	u	u
CC(N)Cc1c[nH]c2ccc(Cl)cc12 (stereo unspecified)	1%	0%	27%	-17%	3%	-21	-19%	-2%	1%
COc1cc(/C=N/NC(=O)CN2CC(c3ccccc3)CC2=O)ccc1OC(=O)N(C)C (stereo unspecified)	5%	-3%	2%	5%	4%	u	-21%	-8%	1%
CN1CCN(c2ccc3c(c2)S(=O)(=O)c2ccccc2C3=O)CC1	27%	-8%	11%	47%[activator]	-29%	-11	1%	4%	-1%
Cc1c(P(=S)(c2ccccc2)c2ccccc2)[n+]2ccccc2n1C	0.73µM*	1%	u	-3%&-12%	-22%	-1	-20%	2.6µM*!	-18%
CCN(CC)C(=O)Oc1ccc(OC(=O)N(CC)CC)cc1	-7%	-1%	u	34%	17%	-12	14%	-6%	u
CCN1C(=O)NC(=O)/C(=C/c2cc(C)n(-c3sc(C)c(C)c3C#N)c2C)C1=O	14%	u	0%	-12%	-7%	-22	-10%	1%	-6%
CCOc1ccc(CN2CCCC(C(=O)c3ccccc3OC)C2)cc1 (stereo unspecified)	u	3%	17%	-32%	-25%	-58*	-26%	3%	4%
Cc1ccc(-n2c(O)c(C=NCc3cccnc3)c(=O)[nH]c2=O)cc1C	-1%	11%	11%	-9%	13%	6	17%	19%	-4%[9.22 µM]
CC1(C)CN=C(NCc2ccccc2)S1	2%	-11%	8%	25%	12%	13	4%	17%	-4%
O=P1(NCCCn2cc[n+](Cc3nc4ccccc4[nH]3)c2)C=C(c2ccccc2)OC(c2ccccc2)=C1	-11%	5%	u	22%	2%	-15	-8%	-10%	0%
COCCCn1c(N)c(C(=O)OCCOC)c2nc3ccccc3nc21	-7%	-7%	17%	-11%	18%	-19	15%	17%	u
CCCCCn1c(SCCCC)nc2c1c(=O)[nH]c(=O)n2C	u	-7%	u	u	2%	81	4%	2%	2%
Cc1nc2ccccc2c(=O)n1-c1nccs1	x	9%[57.1 µM]	-6%	28%	18%	0	18%	4%	x
CCOC(=O)C(O)(c1ccc(NC(=S)NC(=O)c2ccc(Cl)cc2Cl)c(C)c1)C(F)(F)F (stereo unspecified)	u	-9%	u	-16%	16µM*	-54*	23µM*	u	22%
O=c1[nH]oc2c1CCNC2	-40%&-1%[inhibitor]	2%	7%	-11%&14%	-4%	31	2%	0%	u
COC(=O)c1sccc1NC(=O)c1ccc(C#N)cc1	5%	5%	-22%	-6%	-2%	0	-4%	-14%	u
COc1cc(/C=C(/C#N)c2nc3ccccc3[nH]2)ccc1Oc1ncccc1[N+](=O)[O-]	u	u	0%	u	u	-15	u	-1%	11%
O=C(N/N=C/c1c(O)n(-c2cccc3ccccc23)c(=O)[nH]c1=O)c1ccncc1	20%	-16%	12%	-25%	12%	12	23%	0%	-5%
COc1ccc(/C=C/C(=O)c2c(O)n(CCC3=CCCCC3)c(=O)[nH]c2=O)cc1OC	u	-6%[11.6 µM]	-14%	-2%	20%	-19	2%	0%	u
Cc1ccccc1OP(=O)(Oc1ccccc1C)N1CCOCC1	x	10%[57.1 µM]	u	-13%	-3%	22	15%	1%	x
CC(C)CCCn1c(O)c(/C=C2/C=CC=N2)c(=O)[nH]c1=O	18µM*	-12%	u	-18%	18µM*	-18	16µM*	16µM*	13µM*
O=c1c2ccccc2[nH]c(=S)n1-c1cccc(C(F)(F)F)c1	x	-5%	-22%	x	9%	47	1%	9%	x
CO[C@H]1C=CCCC=CC(=O)O[C@H]([C@H](C)C(=O)CCCC2CC(=O)NC(=O)C2)C(C)=C[C@@H](C)[C@@H]1O	x	3%	0%	-3%	-5%	-6	-6%	21%	x
CCCCCc1cc(O)c2c3c(c(=O)oc2c1)CN(C)CC3	5%	0%	-23%	-12%	4%	-57*	3%	-23%	9%
O=C(Cc1ccccc1)Oc1cccc(-n2cnnn2)c1	19%	-10%	3%	-18%	-4%	12	3%	u	-10%
COc1ccccc1OCC(=O)N1CCCC(N(C)Cc2ccccc2)C1 (stereo unspecified)	-3%	-9%	-4%	7%	-7%	2	-4%	-25%	-2%
COc1ccc(-c2noc(=O)n2Cc2cc(C)ccc2C)cc1	16µM*	-18%	u	-37%	u	30	u	u	u
O=C(COc1ccccc1)N1CCN(C/C=C/c2ccccc2)CC1	2%	4%	16µM*	-6%	3%	-13	1%	-17%	14%

From PubChem

A portion of the library, so the mix of outcomes need not match the whole.
